Compound activity deposited in PubChem BioAssay by National Center for Advancing Translational Sciences (NCATS).
ALOX12 inh – inhibitors of human 12S-lipoxygenase ALOX12; purified 12hLO, xylenol orange hydroperoxide absorbance; Potency, µM (highest dose often 108 µM), without a hit: at the top dose activity change, negative = inhibition, actives largely listed as inhibitors; 580,000 compounds, 1.1% hits; AID 1671190; active means well fitted inhibition curve with a large enough effect; inconclusive means small, poorly fitted or top-dose-only effect, or another doubt; inactive means no such curve, though single readings can be large or run the other way
Target sequence (P18054 whole entry, looked up): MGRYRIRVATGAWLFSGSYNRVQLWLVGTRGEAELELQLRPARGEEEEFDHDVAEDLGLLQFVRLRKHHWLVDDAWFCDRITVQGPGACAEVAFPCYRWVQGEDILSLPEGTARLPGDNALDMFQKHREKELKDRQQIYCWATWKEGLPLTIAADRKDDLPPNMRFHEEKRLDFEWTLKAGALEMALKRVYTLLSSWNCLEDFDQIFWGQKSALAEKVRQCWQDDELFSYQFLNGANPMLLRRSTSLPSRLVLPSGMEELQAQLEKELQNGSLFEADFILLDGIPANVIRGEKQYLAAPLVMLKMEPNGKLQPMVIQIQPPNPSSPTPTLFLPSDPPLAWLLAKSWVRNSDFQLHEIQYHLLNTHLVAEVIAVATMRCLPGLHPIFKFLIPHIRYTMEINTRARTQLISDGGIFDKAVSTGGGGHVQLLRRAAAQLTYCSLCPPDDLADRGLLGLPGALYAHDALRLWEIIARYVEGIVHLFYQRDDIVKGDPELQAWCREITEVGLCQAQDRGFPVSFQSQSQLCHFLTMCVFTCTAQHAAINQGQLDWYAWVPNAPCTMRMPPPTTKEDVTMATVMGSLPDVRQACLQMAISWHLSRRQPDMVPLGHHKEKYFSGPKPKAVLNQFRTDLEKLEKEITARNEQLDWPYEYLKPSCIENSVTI
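Purified human 12hLO at 150 nM in 25 mM Hepes, 0.01% Triton X-100, pH 7.0, preincubated 15 min at room temperature with compound. Reaction started with 40 uM arachidonic acid, 30 min at room temperature. Hydroperoxide measured by Fe-xylenol orange, 573/405 nm absorbance ratio.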
* hit, by the source's call; ? = inconclusive; [ ] = remark or other dose. On the % scale 0 is the no-effect control and ±100 the full control effect; potency means the concentration at half of the fitted maximal effect. Only part of the results is shown. The share of hits here may be higher or lower than overall.

| mol | ALOX12 inh |
| --- | --- |
| CCC[C@@H](NC(=O)[C@@H]1[C@H]2CCC[C@@H]2CN1C(=O)[C@@H](NC(=O)[C@@H](NC(=O)c1cnccn1)C1CCCCC1)C(C)(C)C)C(=O)C(=O)NC1CC1 | ? |
| CCN(CC)S(=O)(=O)c1ccc(C)c(C(=O)OCc2nc3ccccc3nc2C)c1 | -1% |
| Cc1ccc(C)c(C(=O)c2sc(Nc3cccc(F)c3)nc2N)c1 | -16% |
| COC(=O)c1oc(CN2CCCC2c2ccsc2)cc1C (configuration not stated) | 26% |
| C[N+](C)(C)CCN1CCc2ccccc21 | ? |
| Cc1nc2ccc(Cl)cc2cc1C(=O)N1CCN(Cc2ccc(C(N)=O)cc2)CC1 | -5% |
| CCOc1cc2nc(-c3ccc(OC)c(OC)c3)nc(N3CCCCC3)c2cc1OC | -65% |
| CC1=NS(=O)(=O)N(Cc2ccccc2)C=C1C(=O)OCc1nc(-c2ccc(F)cc2)no1 | 15% |
| CCN(C(=O)c1ccc(Cl)s1)C1CC1 | -3% |
| CN1CC(=O)N(C2CCCNCC2)Cc2c(NC3CCCCC3O)ncnc21 (configuration not stated) | -23%[6.33 µM] |
| CCS(=O)(=O)c1nc(-c2ccc(Cl)cc2)cc(C(F)(F)F)n1 | 4% |
| CCOC(=O)[C@]12CCC=C1N(Cc1ccc(Cl)cc1Cl)C(=O)[C@H](CC(=O)NCCC(C)C)C2 | ? |
| O=C(O)Cc1sc(NC2CC2)nc1-c1ccccc1 | ? |
| COc1ccc(C(=O)/C(=C/c2ccc(C)cc2C)c2nc3ccccc3[nH]2)cc1 | ? |
| CCOC(=O)c1cccc(NC(=O)c2cnc(-c3ccccc3)nc2-c2ccncc2)c1 | -16% |
| CN(Cc1ccco1)c1ncncc1-c1ccccc1C(F)(F)F | -6% |
| O=C(Cc1cccnc1)N1CCC(c2nc(C3CC3)no2)C1 (configuration not stated) | 14% |
| COc1ccc(C(=O)N2CCc3nn(Cc4ccccc4)c(=O)n3CC2)cn1 | 32%[activator] |
| CCCCSc1nc2c(c(=O)[nH]c(=O)n2C)n1CCOC | 6% |
| O=[S+]([O-])(c1ccccc1)N1CCc2nc(C3CC3)nc(-c3ccc(Cl)cc3)c2CC1 | 9% |
| O=S(=O)(NC1CCCc2nc(-c3ccccc3)ncc21)N1CCCC1 (configuration not stated) | 32%[activator] |
| CC(NC=O)C(=O)O (configuration not stated) | -50% |
| CC(C)CN1CC(C(=O)N(Cc2nccn2C)C2CC2)CC1=O (configuration not stated) | 9% |
| Cc1cccc(N2CCN(C(=O)c3ccccc3NC(=O)Cn3c(C)cc(C)c(C#N)c3=O)CC2)c1C | -44% |
| Cc1ccccc1CN1C(=O)CSCC1(C)C(=O)NCc1ccccc1 (configuration not stated) | 1% |
| O=C(NCCc1ccc(Cl)cc1)c1nc(-c2cccnc2)c2cnccn12 | ? |
| CN1[C@@H](CCC(=O)NCc2cccnc2)CNC(=O)[C@@H]2[C@H]1CCN2Cc1ccccc1 | 89%[activator][176 µM] |
| Cc1ccc(-n2nc(-c3c(C)nc4scc(CC(=O)N5CCCC5)n4c3=O)cc2C)cc1 | ? |
| CCOC(=O)c1nccn1Cc1nc(-c2sccc2C)oc1C | 21% |
| N#Cc1ccc(C(=O)N2CCOC[C@H](Oc3cnccn3)C2)cc1 | 26%[176 µM] |
| CC(=NNc1cc(C)c2ccccc2n1)c1ccccn1 | ? |
| CN(C)c1cccc(NC(=O)Cc2c[nH]c3ncc(-c4ccccc4)cc23)c1 | -38%[176 µM] |
| COc1ccc(Cc2nnc(NC(=O)C[C@H]3NC(=O)c4ccccc4NC3=O)s2)cc1 | 34% |
| CC(=O)N[C@@H](CCC(=O)O)C(=O)O | -6%[22.9 µM] |
| Cc1nc2c(N)cccn2n1 | 53%[activator] |
| COc1ccc2oc(-c3ccc(NC(=O)c4ccc(Br)o4)cc3)nc2c1 | ? |
| Cc1nc(CN2C(=O)COc3ccc(S(=O)(=O)NCc4ccccc4)cc32)no1 | ? |
| COc1ccc(/C=C2\Oc3cc(OS(=O)(=O)c4ccccc4)ccc3C2=O)c(OC)c1 | 8% |
| O=C(NC1CC1)C1(CCO)CC12CCOCC2 (configuration not stated) | 15% |
| COc1ccc(C(=O)N2CC3(Cc4ccccc4N([S+](C)(=O)[O-])C3)C2)cc1 | 0% |
| COc1ccccc1CNC(=O)CSc1nnc2ccc(-c3ccc4c(c3)OCO4)nn12 | ? |
| Cc1cccc(N(C)C(=O)c2cnc(N3CCOCC3)c3ccccc23)c1 | -45% |
| CC(C)Oc1ccc(C(=O)Nc2cccc3ncccc23)cc1 | 3% |
| COC(=O)[C@@]1(Sc2ccc(OC)cc2)CC(=O)N[C@@H]1c1ccc(OC(C)C)c(OC)c1 | -3% |
| N[C@H]1CCCN(C(=O)c2cnc(C34CC5CC(CC(C5)C3)C4)[nH]c2=O)C1 | ? |
| Cc1ccc(NC(=O)c2ccc3c(c2)N(C)C2CCCCN2C3=O)cc1Cl (configuration not stated) | 6% |
| CN1c2cc(C(=O)N3CCN(c4cccc(Cl)c4)CC3)ccc2C(=O)N2CCCCC21 (configuration not stated) | -10% |
| CCCCc1c(C)nc(Nc2nc(C)c3cc(OC)ccc3n2)[nH]c1=O | 29% |
| COc1ccc(NC(C)=O)c(NC(=O)CSc2nc3ccccc3o2)c1 | -17% |
| O=c1c2ccccc2c(-c2ccccc2)nn1-c1cc(N2CCNCC2)ccc1[N+](=O)[O-] | 40% |
| Cc1cc(SCC(NC(=O)c2ccccc2)C(=O)O)c2cc(Br)ccc2n1 (configuration not stated) | -4% |
| Fc1ccccc1CSCc1ccc(-c2nc(-c3ccc4c(c3)OCO4)no2)o1 | ? |
| Cc1cc(NC(=O)CCc2ncc(-c3ccccc3Cl)o2)no1 | -21% |
| CC(CO)(CO)NC(=O)c1ccc(C#Cc2cccc(F)c2)cn1 | -4% |
| CN1C(=O)[C@@]2(O[C@H]3C=CC=CN3C3=C2C(=O)CCC3)c2cccc(Br)c21 | -5% |
| CN1CC(=O)N(c2ccccc2F)Cc2c(NC3CCC3)ncnc21 | 25% |
| Cc1ccc(S(=O)(=O)NC2CC2)cc1C(=O)Nc1ccc(N2CCCCC2)c2ccncc12 | 22% |
| CCCN(CC1CCOC1)S(=O)(=O)c1ccc(CC)cc1 (configuration not stated) | 12% |
| O=C(CC[C@H]1NC(=O)c2ccccc2NC1=O)Nc1nnc(Cc2ccccc2)s1 | -4% |
| Cc1nnnn1CCC(=O)N1CCCC(c2nnc(Cn3ccnc3)n2C)C1 (configuration not stated) | -23% |

Other structures follow:
| mol | ALOX12 inh |
| --- | --- |
| CC(C)c1ccc(CC(=O)N2CCCc3ncc(C(=O)NCCc4ccccn4)cc32)cc1 | 3% |
| COc1cc(OC)cc(-c2onc(C)c2C(=O)NCCc2ccc(F)cc2)c1 | 38%[activator] |
| O=C1CCC/C(=N/NC(=O)c2cc(-c3ccc(Cl)cc3)nc3ccccc23)C1 | 32%[activator] |
| CCN(CC)S(=O)(=O)c1nc(C)c(Cl)c(C)c1C#N | 42%[activator] |
| Cc1cc2cc(NC(=O)c3nccnc3N)ccc2[nH]1 | -8% |
| Cc1ccc(OCC(=O)NCc2nncn2C)c(C)c1 | -5% |
| COCCN(C)C[C@H]1C[C@H](CO)CN(C(=O)c2cc(Cl)cc(OC)c2)C1 | ? |
| CCO[C@H]1C[C@@H](O)C12CCN(C(=O)c1c(-c3ccccc3)ccnc1C)CC2 | 62%[activator] |
| COc1ccc(Cn2c(=O)c(-c3noc(C)n3)c3n(c2=O)CCCC3)cc1F | 6% |
| COC[C@H]1C[C@@H](NC(=O)c2ccc(C#N)cc2)[C@H](O)[C@@H]1O | 100%[activator][176 µM] |
| Cc1noc(CSc2ccccc2C(=O)N2CCC(C)CC2)n1 | 9% |
| C[C@]1(CO)[C@H]2Cc3sc(NC(=O)c4c(F)cccc4F)nc3[C@@H](CC(=O)O)[C@]2(C)CC[C@H]1O | ? |
| COc1cccc(CC(=O)N2CCn3c(nnc3[C@@H]3C[C@@H](O)CN3C(C)C)C2)c1 | 24% |
| CC(=O)c1ccc(C(=O)N(CCCN(C)C)c2nc3ccc(Br)cc3s2)cc1 | ? |
| CCN(C(=O)c1ccc(C(=O)OC)s1)C1CCCC1 | 11% |
| COc1ccc(C(=O)N2CCC(c3noc(-c4cnccn4)n3)C2)cc1OC (configuration not stated) | 76%[activator] |
| CC1=NS(=O)(=O)N(C)C=C1C(=O)OCc1nc(Cc2ccccc2C)no1 | 15% |
| C/C=C/c1ccc(OCC(=O)N2CCN(S(=O)(=O)c3ccccc3)CC2)c(OC)c1 | 8% |
| O=C(c1ccc2c(c1)OCO2)N1CCCN(c2cc(-c3ccc(Br)cc3)[nH]n2)CC1 | 2% |
| COc1cc2nc(Cl)nc(N3CC4CCC(C3)N4CC(F)(F)F)c2cc1OC | 10%[6.33 µM] |
| CC(C)Oc1ccccc1CN1C(=O)C(=O)c2ccccc21 | ? |
| O=c1c2c(nc3cc[nH]n13)CCN(S(=O)(=O)c1ccc3c(c1)CCC3)C2 | 26% |
| COCc1nc(-c2ccc3c(c2)OCCCO3)cs1 | -32% |
| O=C1C(N2CCN(S(=O)(=O)c3cc(F)cc(F)c3)CC2)CCN1Cc1ccccn1 (configuration not stated) | 11% |
| C/C=C/Cn1c(SCc2ccc(F)cc2)nc2c1c(=O)[nH]c(=O)n2C | ? |
| CCOc1ccccc1NC(=O)Cn1c(-c2ccccc2)nc(C)cc1=O | -6% |
| CCCCCCCC(=O)Nc1c(C)cc(C)cc1C | 12% |
| O=c1cc(-c2ccccn2)oc2c(Nc3ccccc3)nccc12 | ? |
| O=C(CC1CCCN(c2cnn(CC3CC3)c(=O)c2)C1)NCc1cccs1 (configuration not stated) | 18% |
| C=CCOc1ccccc1NC(=O)c1ccccc1C | 4% |

As a short view, some entries already given.
| mol | ALOX12 inh |
| --- | --- |
| CCC[C@@H](NC(=O)[C@@H]1[C@H]2CCC[C@@H]2CN1C(=O)[C@@H](NC(=O)[C@@H](NC(=O)c1cnccn1)C1CCCCC1)C(C)(C)C)C(=O)C(=O)NC1CC1 | ? |
| CCN(CC)S(=O)(=O)c1ccc(C)c(C(=O)OCc2nc3ccccc3nc2C)c1 | -1% |
| Cc1ccc(C)c(C(=O)c2sc(Nc3cccc(F)c3)nc2N)c1 | -16% |
| COC(=O)c1oc(CN2CCCC2c2ccsc2)cc1C (configuration not stated) | 26% |
| C[N+](C)(C)CCN1CCc2ccccc21 | ? |
| Cc1nc2ccc(Cl)cc2cc1C(=O)N1CCN(Cc2ccc(C(N)=O)cc2)CC1 | -5% |
| CCOc1cc2nc(-c3ccc(OC)c(OC)c3)nc(N3CCCCC3)c2cc1OC | -65% |
| CC1=NS(=O)(=O)N(Cc2ccccc2)C=C1C(=O)OCc1nc(-c2ccc(F)cc2)no1 | 15% |
| CCN(C(=O)c1ccc(Cl)s1)C1CC1 | -3% |
| CN1CC(=O)N(C2CCCNCC2)Cc2c(NC3CCCCC3O)ncnc21 (configuration not stated) | -23%[6.33 µM] |
| CCS(=O)(=O)c1nc(-c2ccc(Cl)cc2)cc(C(F)(F)F)n1 | 4% |
| CCOC(=O)[C@]12CCC=C1N(Cc1ccc(Cl)cc1Cl)C(=O)[C@H](CC(=O)NCCC(C)C)C2 | ? |
| O=C(O)Cc1sc(NC2CC2)nc1-c1ccccc1 | ? |
| COc1ccc(C(=O)/C(=C/c2ccc(C)cc2C)c2nc3ccccc3[nH]2)cc1 | ? |
| CCOC(=O)c1cccc(NC(=O)c2cnc(-c3ccccc3)nc2-c2ccncc2)c1 | -16% |
| CN(Cc1ccco1)c1ncncc1-c1ccccc1C(F)(F)F | -6% |
| O=C(Cc1cccnc1)N1CCC(c2nc(C3CC3)no2)C1 (configuration not stated) | 14% |
| COc1ccc(C(=O)N2CCc3nn(Cc4ccccc4)c(=O)n3CC2)cn1 | 32%[activator] |
| CCCCSc1nc2c(c(=O)[nH]c(=O)n2C)n1CCOC | 6% |
| O=[S+]([O-])(c1ccccc1)N1CCc2nc(C3CC3)nc(-c3ccc(Cl)cc3)c2CC1 | 9% |
| O=S(=O)(NC1CCCc2nc(-c3ccccc3)ncc21)N1CCCC1 (configuration not stated) | 32%[activator] |
| CC(NC=O)C(=O)O (configuration not stated) | -50% |
| CC(C)CN1CC(C(=O)N(Cc2nccn2C)C2CC2)CC1=O (configuration not stated) | 9% |
| Cc1cccc(N2CCN(C(=O)c3ccccc3NC(=O)Cn3c(C)cc(C)c(C#N)c3=O)CC2)c1C | -44% |
| Cc1ccccc1CN1C(=O)CSCC1(C)C(=O)NCc1ccccc1 (configuration not stated) | 1% |
| O=C(NCCc1ccc(Cl)cc1)c1nc(-c2cccnc2)c2cnccn12 | ? |

Additional entries follow:
| mol | ALOX12 inh |
| --- | --- |
| O=C(CN1CCN(c2cc(-c3nc4ccccc4s3)c3ccccc3n2)CC1)N1CCOCC1 | -26% |
| CC(C)(C)C1CCC2(CC1)NC(=O)N(CC(=O)NC1CCCCC1)C2=O (configuration not stated) | ? |
| COc1ccc(C(=O)NC2CCN(c3cc(-c4ccccc4)[nH]n3)C2)c(C)c1 (configuration not stated) | -21% |
| Cc1ccccc1C(=O)Nc1ccc([C@H]2OCC(=O)N(CC(C)C)[C@@H]2CO)cc1 | 0%[176 µM] |
| CCc1ccc(-c2csc(NC(=O)c3ccc4c(c3)NC(=O)C(C)S4)n2)cc1 (configuration not stated) | -6% |
| CCCn1cnnc1C(C)NC(=O)Cc1c(C)[nH]c2c(C)cc(C)cc12 (configuration not stated) | -4% |
| O=C(CC1COCCN1S(=O)(=O)c1ccccc1)NCc1ccccn1 (configuration not stated) | 75%[activator] |
